JMJD2E inh = inhibitors of human JMJD2E histone demethylase; B2RXH2; JMJD2E catalytic domain, FDH-coupled NADH fluorescence (FDH is formaldehyde dehydrogenase); Potency, µM (doses to about 57.1 µM), for the others: at the highest dose activity change, negative = inhibition, most hits filed as inhibitors; 230,000 compounds, 1.6% hits; AID 2147; active = well fitted inhibition curve with a large enough effect, not every such curve was filed as active; inconclusive = small, poorly fitted or top-dose-only effect, or another doubt; inactive = no such curve, though single readings can be large or run the other way;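 note: 0% = wells with enzyme and -100% = buffer wells without enzyme; nearly all actives have a fitted effect of over 50% in size; many of its hits are not listed in these tables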
Target sequence (B2RXH2 1-337 limits assumed): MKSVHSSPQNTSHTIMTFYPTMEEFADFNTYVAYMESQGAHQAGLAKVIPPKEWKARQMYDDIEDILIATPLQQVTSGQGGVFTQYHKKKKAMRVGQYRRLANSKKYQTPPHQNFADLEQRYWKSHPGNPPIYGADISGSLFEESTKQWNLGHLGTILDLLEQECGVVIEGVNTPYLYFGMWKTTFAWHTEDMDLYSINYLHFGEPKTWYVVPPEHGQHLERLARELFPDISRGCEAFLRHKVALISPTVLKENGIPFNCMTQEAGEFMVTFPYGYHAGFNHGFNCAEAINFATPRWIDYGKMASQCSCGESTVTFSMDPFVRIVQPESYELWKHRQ
GLA spleen mod = inhibits or activates alpha-galactosidase in human spleen homogenate; 240,000 compounds, 0.008% hits; Potency, µM (highest dose often 80 µM), inactives show top-dose activity change, negative = inhibition, most hits filed as inhibitors; P06280; human spleen homogenate, 4MU-alpha-Gal fluorescence, 40 min;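 note: 0% = enzyme with vehicle and -100% = no enzyme basal signal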
Target sequence (P06280 32-429 limits assumed): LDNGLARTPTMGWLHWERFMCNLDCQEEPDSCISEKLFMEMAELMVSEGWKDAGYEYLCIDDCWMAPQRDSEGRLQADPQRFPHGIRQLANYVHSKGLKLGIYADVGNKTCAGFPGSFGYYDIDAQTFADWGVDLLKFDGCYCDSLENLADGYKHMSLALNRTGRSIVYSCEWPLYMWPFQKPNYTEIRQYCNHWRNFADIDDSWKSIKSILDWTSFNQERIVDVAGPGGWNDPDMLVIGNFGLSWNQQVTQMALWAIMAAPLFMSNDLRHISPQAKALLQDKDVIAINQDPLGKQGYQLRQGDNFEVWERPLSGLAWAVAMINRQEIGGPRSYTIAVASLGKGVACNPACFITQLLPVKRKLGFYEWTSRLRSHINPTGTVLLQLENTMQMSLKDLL
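Human spleen homogenate (1 ug) was the enzyme source, with 4-methylumbelliferyl-alpha-D-galactopyranoside (1 mM final) in pH 5.0 citrate buffer with 0.01% Tween-20. Compounds were titrated; after 40 min at 37C, NaOH/glycine stop, 4-MU fluorescence read; AC50 from Hill fits.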
RGS12 GoLoco inh = inhibitors of human Gai1-RGS12 GoLoco interaction (red fluorophore); Gai1:RGS12 GoLoco peptide FP, rhodamine, 10 min; Potency, µM (highest dose often 61.6 µM), without a hit: at the top dose activity, negative = inhibition, hits mostly inhibitors; 230,000 compounds, 0.44% hits; active = well fitted inhibition curve with a large enough effect, not every such curve was filed as active; inactive = no such curve, though single readings can be large or run the other way; note: % is set by controls: 0 for no effect and ±100 for the full control effect; nearly all actives have a fitted effect of over 30% in size; many of its hits are not listed in these tables
GAA inhib = blocks human lysosomal alpha-glucosidase; P10253; purified human GAA, 4-MU-alpha-glucoside fluorescence; Potency, µM (series often up to 76.9 µM), for the others: at the highest dose activity change, negative = inhibition, hits mostly inhibitors; 200,000 compounds, 0.005% hits; AID 1466;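 note: plate controls were uninhibited enzyme wells for no effect and no-enzyme background for full effect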
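Human enzyme at 4 nM with 400 uM 4-methylumbelliferyl-alpha-D-pyranoside, citrate/phosphate buffer pH 5.0, 0.005% Tween-20, 20 min at room temperature. Compounds up to 77 uM. 4-MU fluorescence (Ex 365/Em 440) read after NaOH/glycine stop; AC50 from Hill fit.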
aGlu spleen mod = inhibits or activates alpha-glucosidase in human spleen homogenate | human spleen homogenate, 4-MU-alpha-glucoside fluorescence | Potency, µM (highest dose often 79.9 µM), inactives show at the highest dose activity change, negative = inhibition, actives largely listed as inhibitors | 240,000 compounds, 0.006% hits | AID 2112;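 note: 0% = enzyme with vehicle and -100% = no enzyme basal signal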
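AC50 values come from Hill-equation fits of concentration-response data, normalized to no-enzyme and full-activity controls. Enzyme source: 1 ug human spleen homogenate; 1 mM fluorogenic 4-MU glucoside, pH 5.0 citrate buffer, 37 C, 40 min.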
ALDH1A1 block = inhibitors of human aldehyde dehydrogenase 1A1; Purified ALDH1A1, NADH fluorescence, propionaldehyde substrate; Potency, µM (top dose mostly 75.3 µM), inactives show top-dose activity, negative = inhibition, most hits filed as inhibitors; 220,000 compounds, 7.3% hits; active = well fitted inhibition curve with a large enough effect, not every such curve was filed as active; inconclusive = small, poorly fitted or top-dose-only effect, or another doubt; inactive = no such curve, though single readings can be large or run the other way;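 note: plate controls were no enzyme wells and a reference inhibitor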
GAA glycogen mod = inhibitors or activators of human alpha-glucosidase glycogen cleavage; recombinant GAA, glycogen substrate, Amplex Red glucose oxidase fluorescence; 300,000 compounds, 0.38% hits; Potency, µM (doses to about 76.4 µM), inactives show at the highest dose activity change, negative = inhibition, usual class: inhibitors;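 note: 0% = full enzyme reaction and -100% = no-enzyme basal signal; the screen sought inhibitors and activators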
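Recombinant human alpha-glucosidase (4 nM final) hydrolysed bovine liver glycogen (30 ug) for 40 min at 37 C in pH 5.0 citrate/phosphate with 0.01% Tween-20. Released glucose detected by glucose oxidase/Amplex Red, Ex 573/Em 610 nm. Compounds up to 77 uM; AC50 from Hill fits.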
SMN2 splice enh = SMN2 splice variant enhancement; AID 1458; 210,000 compounds, 2.8% hits; Potency, µM (highest dose often 46.1 µM), inactives show at the highest dose activity change, positive = activation, actives largely listed as activators; HEK293 SMN2-luciferase splicing reporter, luminescence, 30-36 h; note: % of control where 0% means no effect; nearly all actives have a fitted effect of over 55% in size
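HEK293 cells carry an SMN2 […]–luciferase reporter in which exon 7 inclusion puts luciferase in frame. Cells were plated 10-12 h before compound addition, then incubated 30-36 h at 37C. ONE-Glo luminescence was read; sodium butyrate at 4.5 mM final served as control.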
* hit, by the source's call; ? = inconclusive; . = not tested or not shown; [ ] = dose if it differs, or a comment. Unless noted, calls come from the whole dose curve; as a rule, active = well fitted curve in the direction sought with a large enough effect; inconclusive = small, poorly fitted or top-dose-only effect, or another doubt; inactive = no such curve, though single readings can be large; an effect the other way counts as inactive or inconclusive. Potency is the fitted concentration of half-maximal effect. An excerpt; the hit share may differ from the screen's.

Order of results: GLA spleen mod	RGS12 GoLoco inh	ALDH1A1 block	GAA inhib	JMJD2E inh	aGlu spleen mod	SMN2 splice enh	GAA glycogen mod
O=C(CCSc1nc(-c2ccco2)cc(C(F)(F)F)n1)N1CCN(c2ccccc2)CC1
  5%	3%	?	-5%	-2%	-23%	-16%	-6%
COc1ccc(/C=N/NC(=O)c2ccc3nc[nH]c3c2)cc1OC
  -4%	8%	.	.	-6%	-4%	.	-4%
CCOC(=O)c1cc(NC(=O)SCC(=O)O)c(C)nc1C
  1%	-4%	-2%	-9%	9%	-8%	-24%	1%
CN(C(=O)COc1ccccc1)c1nnc(-c2cccnc2)s1
  -2%	-5%	4%	-8%	1%	-5%	22%	-1%
COc1cc(C(=O)N2CCOCC2)cc(OC)c1OC
  12%	5%	13%	.	.	-4%	.	.
Cc1ccc(N(CC(=O)NC2CC3CCC2C3)S(C)(=O)=O)cc1C (stereo not given)
  -3%	3%	6%	-5%[15.4 µM]	5%	-4%	-4%	7%
CC[C@H](C)[C@H](NC(=O)c1ccc(Cl)cc1)C(=O)OCC(=O)c1ccc2c(c1)NC(=O)CO2
  -2%	2%	-11%	-1%	8%	-4%	-5%	6%
COc1ccc(S(=O)(=O)Nc2ccc(F)cc2)c(C)c1C
  ?	-4%	?	4%	5%	-7%	-6%	-2%
CC(=O)Nc1ccc(S(=O)(=O)NCCC(=O)NCCc2ccc(F)cc2)cc1
  -7%	0%	7%	?	2%	-6%	10%	0%
COc1ccc(Nc2nc(NCc3ccco3)nc(N/N=C/c3ccc(O)cc3)n2)cc1
  7%	-9%	4%	1%	0%	-2%	.	-22%
CCc1nn2c(N(C)CCO)cc(C)nc2c1-c1ccc(F)cc1
  6%	-2%	6%	-8%	-27%	0%	.	-3%
Cc1ccc(-c2nnc(Nc3ccc4c(c3)OCO4)c3ccccc23)cc1S(=O)(=O)NC(C)C
  -12%	0%	-10%	1%	-1%	-9%	1%	3%
Cn1c(Oc2ccccc2)c(C=O)c2ccccc21
  -8%	-7%	-6%	-1%	5%	-7%	-9%	4%
O=C(/C=C/c1cccc([N+](=O)[O-])c1)NCc1ccccc1
  -7%	3%	?	8%	-1%	-2%	-4%	-11%
CCCCOc1ccc(C(=O)Nc2ccc(N3CCN(C)CC3)cc2)cc1
  -1%	-13%	2%	-8%	-1%	2%	12%	-2%
CCN(CC)S(=O)(=O)c1ccc2c(c1)nc(CCC(=O)OCC(=O)Nc1cc(OC)cc(OC)c1)n2C
  -2%	2%	?	-9%	1%	1%	4%	7%
CCS(=O)(=O)N1Cc2ccccc2CC1C(=O)Nc1nnc(C2CC2)s1 (stereo not given)
  -5%	7%	-1%	-2%	6%	-2%	-7%	28%
Nc1nc(-c2ccc3c(c2)CCC(=O)N3)cs1
  3%	5%	?	-2%	1%	3%	?	0%
CCOC(=O)C(=NCCCN(C)C)NNc1cc(C(F)(F)F)ccc1Cl
  -1%	-3%	-5%	-4%	-12%	11%	5%	?
CCCc1ccc(C(=O)N2CCN(c3ccccc3OCC)CC2)cc1
  8%	0%	5%	-8%	3%	8%	2%	-3%
CCOC(=O)c1nc(C)sc1-c1ccnn1S(=O)(=O)c1ccc(Cl)cc1Cl
  5%	17%	-14%	-10%	-7%	-3%	.	-8%
O=C(/C=C/c1ccccc1)NC(=S)NNC(=O)Cc1cccs1
  1%	13%	?	2%	-2%	-9%	13µM*	5%
Cc1noc(C)c1C(=O)OCC(=O)NC(c1ccccc1)c1ccccc1
  -10%	2%	1%	0%	8%	-10%	-9%	-1%
Cc1ccc(CNC(=O)CCC(=O)c2cccs2)cc1
  -3%	-3%	11%	0%	4%	-7%	-20%	14%
CN(NS(=O)(=O)c1ccc(Cl)cc1)c1ncc(C(F)(F)F)cc1Cl
  -5%	2%	?	-24%	4%	-2%	12%	-11%
Cc1ccc(NC(=O)Cn2sc3nc(C)cc(C)c3c2=O)c(Cl)c1
  15%	18µM*	.	.	?	10%	.	2%
CCOC(=O)c1ccc(S(=O)(=O)Nc2nc3cc(S(=O)(=O)NC4=NCCCCC4)ccc3s2)cc1
  4%	12%	25µM*	?	-23%	-1%	0%	-14%
CCc1ccc2[nH]c3nc(SCc4nnc(-c5ccc(C)cc5)o4)nnc3c2c1
  11%	0%	2%	1%	8%	3%	?	3%
O=C(NCCc1ccc(Cl)cc1)C1CCC(CNc2c(N3CCCCC3)c(=O)c2=O)CC1 (stereo not given)
  2%	5%	-2%	1%	-10%	-1%	-2%	3%
Cc1cc(C(=O)N2CCN(C/C=C/c3ccccc3)CC2)cs1
  -2%	18%	?	-2%	-1%	0%	-17%	1%
Cc1ccc(-c2nn3c(C)nnc3s2)cc1NC(=O)c1ccc(-c2cccc(Cl)c2)o1
  -1%	157%[activator]	?	-5%[15.4 µM]	-16%	2%	-31%[inhibitor]	13%
Cc1nc2nc(NCc3cccs3)nn2c(C)c1Cl
  7%	4%	?	-6%	?	3%	-22%	-1%
O=P1(O)C=C(c2ccccc2)OC(c2ccccc2)=C1
  -6%	-10%	-6%	-8%	5%	-7%	?	6%
CC(=O)N/N=C(\C)CCc1ccccc1
  -9%	-1%	-2%	11%	14%	-13%	6%	2%
O=C(c1ccc(Cl)c(S(=O)(=O)NCc2ccccc2)c1)N1CCN(c2ccccn2)CC1
  -3%	-7%	-3%	4%	2%	-4%	-25%	5%
COc1ccc(OC)c(CNn2c(-c3ccccc3F)nc3ccccc3c2=O)c1
  5%	-4%	?	6%	0%	2%	-7%	2%
Cc1ccc(S(=O)(=O)c2c(C)nn(C(C)(C)C)c2OC(=O)CC(C)C)cc1
  -7%	0%	-8%	-11%	-1%	-3%	?	-8%
CS(=O)(=O)N(CC(=O)Nc1ccc(F)c(F)c1)c1cccc([N+](=O)[O-])c1
  2%	4%	20%	1%	-2%	-1%	11%	-3%
CCN(CCn1cccn1)C(=O)CCc1nnc(-c2ccccc2)o1
  8%	6%	?	6%	0%	10%	.	7%
Cc1cc(C)c(C#N)c(Sc2ccccc2N)n1
  13%	-6%	25µM*	-2%	?	.	-2%	1%
CN(C(=O)CSc1nc2c(c(=O)[nH]1)CCCC2)C1CCCCC1
  ?	12%	0%	-5%	-26%	-18%	-10%	4%
CC(C)=Nc1ccccc1C1COC(=O)C1=N (stereo not given)
  5%	3%	-1%	-7%	-5%	2%	-2%	2%
CN(Cc1ccccc1F)c1nc(-c2cccs2)nc2ccccc12
  -4%	18%	?	1%	11%	4%	-7%	2%
COc1ccc(CCn2c(=O)[nH]c3cc(C(=O)NCCCN4CCOCC4)ccc3c2=O)cc1OC
  -12%	8%	.	.	9%	5%	.	5%
C/C(=N\NC(=O)CNc1cccc(C(F)(F)F)c1)c1cccs1
  2%	3%	-2%	1%	-10%	0%	-9%	-1%
NC(=O)c1ccc(-n2nnnc2Oc2ccc(Br)cc2)cc1
  15%	1%	6%	5%	4%	9%	-7%	2%
C/C(=N\NC(=O)c1c(Br)cnn1C)c1ccc(NC(=O)c2ccc(F)cc2)cc1
  -7%	5%	0%	2%	11%	1%	?	15%
O=C(N=C1SCC(=O)N1c1ccccc1Cl)c1ccco1
  -1%	141%[activator]	-15%	0%	-1%	0%	16%	-3%
O=C(Nc1ccc2c(c1)OCO2)Nc1ccc(Cl)cc1Cl
  -4%	16%	9%	-3%	1%	-4%	?	3%
O=C1C(Cl)=C(NCCN2CCCCC2)C(=O)c2ccccc21
  -2%	-5%	0%	-5%	-8%	-3%	-115%[inhibitor]	-13%
Cc1cccc(NC(=O)c2ccc(Cl)c(NC(=O)c3ccncc3)c2)c1C
  3%	16%	-5%	2%	-1%	0%	.	-12%
COCCn1c(SCc2cc(=O)n3ccsc3n2)nnc1-c1ccncc1
  -5%	12%	-4%	4%	1%	-5%	-7%	-11%
CNC(=S)N/N=C/c1ccc(OCc2ccccc2)c(Br)c1
  6%	6%	-6%	-11%	?	4%	3%	4%
CCC(C)Nc1nc(C)nc2c1oc1ccccc12 (stereo not given)
  0%	-4%	.	.	-18%	-1%	.	4%
CCCc1cc(-c2n[nH]c(=S)n2C(C)c2ccccc2)cs1 (stereo not given)
  1%	3%	?	?	-2%	0%	-24%	?
Cc1cc(C(=O)NCc2cc(C(=O)O)co2)co1
  -3%	5%	9%	-4%	-6%	-3%	-2%	1%
Cc1cccc(Nc2nc(N)c([N+](=O)[O-])c(NCc3ccco3)n2)c1
  0%	-1%	-11%	-6%	0%	0%	-15%	-8%
N#C/C(=N\Nc1ccccc1F)c1nc(-c2ccccc2)cs1
  0%	5%	-1%	-2%	4%	-2%	-17%	5%
CCOc1ccccc1-n1c(SCC(N)=O)nnc1-c1ccc(O)cc1
  2%	-4%	4%	-1%	6%	-2%	-4%	2%
O=C(CN1CCCCC1)Nc1cccc(-n2cnnn2)c1
  1%	6%	2%	6%	5%	-2%	1%	2%

The list continues.
Order of results: GLA spleen mod	RGS12 GoLoco inh	ALDH1A1 block	GAA inhib	JMJD2E inh	aGlu spleen mod	SMN2 splice enh	GAA glycogen mod
CC(=O)C1=C(O)C(=O)N(CCCN2CCOCC2)C1c1ccccc1[N+](=O)[O-] (stereo not given)
  10%	-14%	.	.	?	3%	.	-17%
COc1cccc(-c2cc3nc(-c4ccccc4)cc(N4CCC5(CC4)OCCO5)n3n2)c1
  15%	3%	?	?	?	6%	-5%	-3%
COCCOC(=O)C1=C(C)NC2=C(C(=O)CCC2)C1c1ccc(N(C)C)cc1 (stereo not given)
  4%	-14%	?	-11%[15.4 µM]	?	1%	?	-1%
CC(O)(CS(=O)(=O)Cc1ccccc1)C(=O)Nc1ccc(C(F)(F)F)cc1 (stereo not given)
  -4%	-5%	-3%	-11%	2%	-2%	4%	10%

Compound activity deposited in PubChem by National Center for Advancing Translational Sciences (NCATS).
